NTR1 agonist = NTR1-driven beta-arrestin-GFP spot formation – imaging, U2OS cells, high content, primary screen (AID 493036) | agonist mode | activation, % at 20 µM | 330,000 compounds, 0.17% hits;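 active = activation at or above 40% of the spot to cytoplasm intensity ratio, with at least 20 cells analyzed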;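 also: 0% = DMSO without peptide and 100% = 100 nM NTR1 peptide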
Target sequence (P30989 whole entry, looked up): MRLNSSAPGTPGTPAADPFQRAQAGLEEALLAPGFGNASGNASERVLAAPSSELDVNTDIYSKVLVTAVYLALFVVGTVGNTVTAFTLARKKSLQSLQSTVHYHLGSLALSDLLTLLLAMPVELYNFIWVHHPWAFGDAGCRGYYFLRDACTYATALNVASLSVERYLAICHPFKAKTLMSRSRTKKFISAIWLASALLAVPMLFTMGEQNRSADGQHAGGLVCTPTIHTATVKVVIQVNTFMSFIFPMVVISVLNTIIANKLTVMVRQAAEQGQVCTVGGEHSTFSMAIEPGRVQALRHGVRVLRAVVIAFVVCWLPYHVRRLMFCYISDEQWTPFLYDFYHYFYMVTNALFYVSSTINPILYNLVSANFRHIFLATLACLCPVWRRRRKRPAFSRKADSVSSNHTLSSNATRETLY
T cell HTS = modulates CD8 T cell binding to vesicles; 330,000 compounds, 0.068% hits; calls only at 7 µM; 2C CD8+ T cell-vesicle binding, flow cytometry; active compounds read low;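 active = response, share of CD8 T cells binding vesicles, and their 90th percentile fluorescence all below set limits, cut at about 80% in these data, passing the limit was not always enough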
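Also added: QL9-peptide-loaded Drosophila micro-vesicles bearing Ld, ICAM-1 and B7-1; Test system: purified 2C TCR transgenic mouse naive CD8+ T cells; Measured by: cytometric PE anti-B7-1 and Alexa647 anti-CD8 signals after 1% paraformaldehyde fixation; Timing: binding step 1.5 h, 37 °C, antibody labelling 20 min, ice.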
T cell HTS vesicle-bound % = recorded beside T cell HTS, whose call it bears; double positive events, %; measured here: CD8+ vesicle-bound cell fraction;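 binding gate set so that unloaded-vesicle control wells show 10% double positive cells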
NTR1 agonist cell count 20 µM = recorded beside NTR1 agonist, whose call it bears; cell count; measured here: cell count, cytotoxicity flag
* marks the source's active call; other numbers are inactive results; i = inactive. An excerpt, so the mix of outcomes need not match the whole.

Below each compound – NTR1 agonist, NTR1 agonist cell count 20 µM, T cell HTS, T cell HTS vesicle-bound %
- Cn1c(N)c(C(=O)COC(=O)Cc2c(F)cccc2Cl)c(=O)n(C)c1=O
    2.2, 65, i, 56
- CCCn1c(N)c(N(CCOC)C(=O)c2cc3ccccc3cc2OC)c(=O)[nH]c1=O
    2.7, 65, i, 42
- CN(Cc1ccccc1)C(=O)c1ccc(NC(=O)Cc2cccc(NC(=O)C3CCN(C(=O)C4CCCC4)CC3)c2)cc1
    1.5, 43, i, 48
- O=C(Nc1ccc([N+](=O)[O-])c(NC(=O)c2cccnc2)c1)c1cccnc1
    -0.9, 40, i, 43
- CC(=O)Nc1sc(C)c(C)c1C(=O)OCC(=O)N(Cc1ccccc1)C(C)C
    3.4, 61, i, 38
- C[C@H]1COC(=O)CC/C=C\C[C@H](CC(=O)N(CCO)Cc2ccccc2)C(=O)N1
    2.2, 55, i, 20
- O=C(COC(=O)c1cc(=O)[nH]c(=O)[nH]1)Nc1ccccc1F
    -1.8, 57, i, 25
- Cc1noc(C)c1S(=O)(=O)N(C)C[C@H]1Oc2c(NC(=O)C3CCCCC3)cccc2C(=O)N([C@H](C)CO)C[C@@H]1C
    -0.7, 56, i, 5
- Cc1ccc(C(=O)NCC(=O)OC2CCCCC2=O)cc1C (stereo not drawn)
    4.0, 63, i, 12
- COC(=O)C1=C(C)NC(C)=C(C(=O)OC)C1C(=O)OCC(=O)c1ccc(Br)cc1
    0.4, 67, i, 38
- C[C@H](CO)N1C[C@H](C)[C@@H](CN(C)C(=O)Nc2ccc3c(c2)OCO3)Oc2c(NS(=O)(=O)c3ccccc3)cccc2C1=O
    -2.1, 77, i, 22
- O=C(CN1C(=O)NC2(CCCC2)C1=O)NCCc1ccccc1
    3.0, 48, i, 35
- C[C@@H]1CN([C@@H](C)CO)C(=O)c2cc(N(C)C)ccc2O[C@@H]1CN(C)Cc1ccncc1
    -0.5, 62, i, 11
- Cc1cc(NS(=O)(=O)c2ccc(NC(=O)c3cnc(Cl)c(Cl)c3)cc2)nc(C)n1
    0.7, 83, i, 33
- COc1cc(OC)cc(-c2c(-c3cccs3)c3cc(-c4cc(OC)c(OC)c(OC)c4)ccc3n2C)c1
    0.8, 53, i, 20

The list goes on; it opens with the two that closed the last part.
Below each compound – NTR1 agonist, NTR1 agonist cell count 20 µM, T cell HTS, T cell HTS vesicle-bound %
- Cc1cc(NS(=O)(=O)c2ccc(NC(=O)c3cnc(Cl)c(Cl)c3)cc2)nc(C)n1
    0.7, 83, i, 33
- COc1cc(OC)cc(-c2c(-c3cccs3)c3cc(-c4cc(OC)c(OC)c(OC)c4)ccc3n2C)c1
    0.8, 53, i, 20
- N#CCCN(C(=O)CN1CCN(S(=O)(=O)c2ccc3c(c2)OCCO3)CC1)c1ccc(F)cc1
    6.7, 48, i, 53
- CCN1C(=O)C(=O)c2cc(C)ccc21
    2.0, 47, i, 8
- CCN(Cc1nc2ccccc2c(=O)[nH]1)C(=O)c1cccc(S(=O)(=O)N2CCc3ccccc32)c1
    5.2, 68, i, 45
- CC1NC(=O)c2ccccc2-n2c1nc1cc(F)ccc1c2=O (stereo not drawn)
    1.0, 49, i, 38
- CC(=O)c1sc(NC(=O)CCN2C(=O)C3CC=CCC3C2=O)nc1-c1ccccc1 (stereo not drawn)
    -1.2, 61, i, 31
- C[C@]12C(=O)N(c3ccc(F)cc3)C(=O)N1[C@H]1c3ccccc3OC[C@@H]1[C@H]2c1ccccc1
    1.2, 53, i, 23
- O=C(NCC(=O)N1CCN(C/C=C/c2ccccc2)CC1)c1ccc(Br)cc1
    -1.9, 49, i, 39
- c1ccc2c3n(nc2c1)CCCO3
    -0.1, 53, i, 42
- Cc1ccc(NC(=O)CN(C)C(=O)c2ccc(NS(=O)(=O)c3cccc([N+](=O)[O-])c3)cc2)cc1
    -1.2, 51, i, 50
- COc1ccc(-c2ccc3c(c2)S(=O)(=O)c2cccc(C(=O)O)c2C3=O)cc1OC
    1.7, 41, i, 36
- CC(C)n1nnnc1SCC(=O)N1CCN(Cc2ccc3c(c2)OCCO3)CC1
    0.4, 55, i, 32
- N#Cc1ccccc1NC(=O)COc1ccccc1C(=O)Nc1ccccc1
    -0.2, 38, i, 56
- COCCN(CC(=O)Nc1cccc(C)c1C)C(=O)Cc1cccs1
    -1.7, 70, i, 24
- CCCCN(C(=O)C(C)Oc1ccc(Br)cc1)c1c(N)n(CC(C)C)c(=O)[nH]c1=O (stereo not drawn)
    1.3, 56, i, 33
- CCOC(=O)c1cccc(C2=CC(=O)C[C@H](c3ccc(OC)c(OC)c3)C2)c1
    4.8, 43, i, 40

Some of the entries so far, with bars between the fields:
smiles | NTR1 agonist | NTR1 agonist cell count 20 µM | T cell HTS | T cell HTS vesicle-bound %
c1ccc2c3n(nc2c1)CCCO3 | -0.1 | 53 | i | 42
CCOC(=O)c1cccc(C2=CC(=O)C[C@H](c3ccc(OC)c(OC)c3)C2)c1 | 4.8 | 43 | i | 40
Cc1cc(NS(=O)(=O)c2ccc(NC(=O)c3cnc(Cl)c(Cl)c3)cc2)nc(C)n1 | 0.7 | 83 | i | 33
COCCN(CC(=O)Nc1cccc(C)c1C)C(=O)Cc1cccs1 | -1.7 | 70 | i | 24

Compounds above containing a nitro group on carbon, in the order listed:
Below each compound – NTR1 agonist, NTR1 agonist cell count 20 µM, T cell HTS, T cell HTS vesicle-bound %
- O=C(Nc1ccc([N+](=O)[O-])c(NC(=O)c2cccnc2)c1)c1cccnc1
    -0.9, 40, i, 43
- Cc1ccc(NC(=O)CN(C)C(=O)c2ccc(NS(=O)(=O)c3cccc([N+](=O)[O-])c3)cc2)cc1
    -1.2, 51, i, 50

Six entries picked at random from the list so far, as already listed:
Below each compound – NTR1 agonist, NTR1 agonist cell count 20 µM, T cell HTS, T cell HTS vesicle-bound %
- c1ccc2c3n(nc2c1)CCCO3
    -0.1, 53, i, 42
- N#CCCN(C(=O)CN1CCN(S(=O)(=O)c2ccc3c(c2)OCCO3)CC1)c1ccc(F)cc1
    6.7, 48, i, 53
- O=C(NCC(=O)N1CCN(C/C=C/c2ccccc2)CC1)c1ccc(Br)cc1
    -1.9, 49, i, 39
- Cc1ccc(NC(=O)CN(C)C(=O)c2ccc(NS(=O)(=O)c3cccc([N+](=O)[O-])c3)cc2)cc1
    -1.2, 51, i, 50
- CC(=O)c1sc(NC(=O)CCN2C(=O)C3CC=CCC3C2=O)nc1-c1ccccc1 (stereo not drawn)
    -1.2, 61, i, 31
- CCOC(=O)c1cccc(C2=CC(=O)C[C@H](c3ccc(OC)c(OC)c3)C2)c1
    4.8, 43, i, 40

(cont.)
Labels used below: A = NTR1 agonist; B = NTR1 agonist cell count 20 µM; C = T cell HTS; D = T cell HTS vesicle-bound %
> CC(=O)c1cccc(NC(=O)COC(=O)CCNS(=O)(=O)c2ccccc2)c1
  A: 3.8; B: 44; C: i; D: 16

> CCSc1ccc([C@@H]2[C@H]3C(=O)N(C)C(=O)[C@H]3[C@]3(C(=O)OC)CCCCN23)cc1
  A: -2.5; B: 44; C: i; D: 21

> CC(C)(C)OC(=O)C[C@@H]1C/C=C\C[C@@H](CC(=O)N(CCO)Cc2ccccc2)C(=O)NC[C@H](c2ccccc2)OC1=O
  A: 3.6; B: 64; C: i; D: 12

> CC1CCCCC1NC(=O)COC(=O)c1ccc2c(c1)OCCO2 (stereo not drawn)
  A: 16; B: 50; C: i; D: 37

> COc1ccc(N(C)S(=O)(=O)c2cccc(C(=O)OCC(=O)N3CC(C)CC(C)C3)c2)cc1 (stereo not drawn)
  A: 3.3; B: 59; C: i; D: 42

> COc1cccc(/C=C/C(=O)OCC(=O)c2ccc3c(c2)NC(=O)CO3)c1
  A: -0.2; B: 50; C: i; D: 14

> CC(Sc1nnc(-c2ccccc2F)n1C1CC1)C(=O)N1CCCC1 (stereo not drawn)
  A: 2.9; B: 61; C: i; D: 37

> N#Cc1ccccc1OCC(=O)Nc1cccc(S(=O)(=O)N2CCCC2)c1
  A: 2.3; B: 63; C: i; D: 28

> CCOc1ccc(S(=O)(=O)NCCC(=O)NC2CCC(C)CC2)cc1 (stereo not drawn)
  A: 3.9; B: 66; C: i; D: 44

> Cc1ccc(C)c(NC(=O)CCC(=O)NNS(=O)(=O)c2ccc(Cl)cc2)c1
  A: 2.0; B: 57; C: i; D: 32

> COc1ccc(Cl)cc1NC(=O)CN(C)C(=O)c1cc2c(F)cccc2s1
  A: 1.3; B: 58; C: i; D: 46

> NC(=O)c1ccc(NC(=O)COC(=O)/C=C/c2ccc(Br)o2)cc1
  A: 1.5; B: 42; C: i; D: 32

> O=C(CCCN1C(=O)NC2(CCCC2)C1=O)NCc1ccccc1
  A: -0.1; B: 38; C: i; D: 30

> C[C@@H]1COC(=O)[C@H](Cc2ccc(F)cc2)CC/C=C/C[C@@H](CC(=O)N[C@@H](CO)Cc2ccccc2)C(=O)N1
  A: 3.5; B: 51; C: i; D: 7

Bioassay records from PubChem.
